# Source: PubChem (National Center for Advancing Translational Sciences (NCATS))
# LmPK inhibitor = inhibitors of Leishmania mexicana pyruvate kinase. purified LmPK, Kinase-Glo ATP luminescence, 1 h. Potency, µM (series often up to 57.5 µM), without a hit: at the top dose activity change, negative = inhibition, hits mostly inhibitors. 290,000 compounds, 0.37% hits; note: potency is the fitted concentration of half-maximal effect
# Target sequence (Q27686 whole entry, looked up): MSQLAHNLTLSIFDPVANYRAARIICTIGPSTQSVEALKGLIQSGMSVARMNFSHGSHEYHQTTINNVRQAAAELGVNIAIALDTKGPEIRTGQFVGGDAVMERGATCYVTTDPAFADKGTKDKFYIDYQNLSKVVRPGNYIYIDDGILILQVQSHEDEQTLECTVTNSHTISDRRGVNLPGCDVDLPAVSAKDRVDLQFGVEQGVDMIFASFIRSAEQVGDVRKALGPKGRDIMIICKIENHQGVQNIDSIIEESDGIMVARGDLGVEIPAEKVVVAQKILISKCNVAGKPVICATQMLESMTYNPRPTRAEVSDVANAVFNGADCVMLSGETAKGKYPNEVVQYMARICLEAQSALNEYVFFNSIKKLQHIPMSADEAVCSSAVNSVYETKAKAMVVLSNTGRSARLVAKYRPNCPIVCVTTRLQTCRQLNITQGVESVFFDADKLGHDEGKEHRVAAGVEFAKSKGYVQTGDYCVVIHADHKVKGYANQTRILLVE
#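 In 50 mM imidazole pH 7.2 with 7 mM MgCl2, LmPK (0.1 nM) turned over PEP (0.5 mM) and ADP (0.1 mM) for 1 h at room temperature. Luciferase read-out of ATP.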
# AmpC detergent = blocks E. coli AmpC beta-lactamase in detergent assay | AmpC hydrolysis of nitrocefin, absorbance 480 nm, 0.01% Triton | Potency, µM (titrated, usually from 114 µM), for inactives: at the top dose activity change, negative = inhibition, actives largely listed as inhibitors | 370,000 compounds, 0.041% hits | P00811;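 note: potency is the fitted concentration of half-maximal effect; 0% = no-compound wells and -100% = no-enzyme wells; nearly all actives have a fitted effect of over 25% in size; some results filed as inactive show a strong effect at the top dose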
# Target sequence (P00811 whole entry, looked up): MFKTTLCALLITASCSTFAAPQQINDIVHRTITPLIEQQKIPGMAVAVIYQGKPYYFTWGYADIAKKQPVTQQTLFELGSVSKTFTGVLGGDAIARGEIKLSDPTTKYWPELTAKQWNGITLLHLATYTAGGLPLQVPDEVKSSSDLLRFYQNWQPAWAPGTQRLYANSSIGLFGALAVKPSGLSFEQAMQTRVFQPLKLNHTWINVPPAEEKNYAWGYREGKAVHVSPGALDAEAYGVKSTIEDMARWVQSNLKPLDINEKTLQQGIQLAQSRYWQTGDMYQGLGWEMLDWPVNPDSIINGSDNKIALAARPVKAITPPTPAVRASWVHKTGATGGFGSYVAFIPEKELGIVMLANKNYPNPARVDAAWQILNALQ
#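 AmpC (5.3 nM in the dispensed reagent) in 20 mM phosphate pH 7.0 with 0.01% (detergent screen) or 0.0001% Triton X-100 was preincubated with compounds for 15 min at room temperature. Nitrocefin was then added from an 800 uM solution, and hydrolysis was followed at 480 nm.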
# AMA1 RON2 block = AMA1-RON2 (P. falciparum) interaction inhibition. 360,000 compounds, 0.2% hits. AlphaScreen AMA1-biotinylated RON2 peptide binding. Potency, µM (titrated, usually from 58.2 µM), inactives show at the top dose activity change, negative = inhibition, actives largely listed as inhibitors. AID 720542;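 note: potency is the fitted concentration of half-maximal effect; 0% = vehicle wells and -100% = peptide control; nearly all actives have a fitted effect of over 45% in size; some results filed as inactive show a strong effect at the top dose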
#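 AMA1 (3D7) with his tag at 25 nM final met compounds first, then biotinylated RON2 peptide at 25 nM; detection used donor plus acceptor beads, 10 µg/mL apiece, read by AlphaScreen after 30 min at room temperature.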
# Tb PYK inh = T. brucei pyruvate kinase inhibition; Q57TT1; TbPYK enzyme, Kinase-Glo Plus ATP luminescence, 45 min; Potency, µM (series often up to 76.8 µM), inactives show top-dose activity, negative = inhibition, usual class: inhibitors; 410,000 compounds, 0.12% hits; AID 624173; note: potency is the fitted concentration of half-maximal effect; nearly all actives have a fitted effect of over 50% in size
#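 Screened from lowest to highest concentration, compounds were pinned into TbPYK/substrate mixtures, and ADP (130 uM final) was added. Plates sat at room temperature for 45 min prior to Kinase-Glo Plus detection by luminescence.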
# HCV inhibitor = HCV inhibition; Potency, µM (titrated, usually from 41.8 µM), without a hit: top-dose activity change, negative = inhibition, usual class: inhibitors; 340,000 compounds, 3.4% hits; AID 651820; Huh7.5.1 HCVcc-Cre infection, luciferase reporter, 44 h; note: potency is the fitted concentration of half-maximal effect
#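 A cell-based infection assay in which seeded cells (1,000 per well) receive test compound after 4 h, are inoculated with HCVcc-Cre at approximately 0.5 moi, and are incubated 44 h before luminescence detection.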
# HCMV antiviral = blocks human cytomegalovirus replication; HFF cells, HCMV-luciferase reporter, 72 h; active compounds read low; 410,000 compounds, 4.5% hits; AID 1259415; activity change, negative = inhibition, % at 57.5 µM; in the data active = activity change below about -60%; inconclusive = no clear call, values can overlap the other calls; inactive = above about -39%
#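 Human foreskin fibroblasts infected with luciferase-reporter HCMV at MOI 1 PFU/cell, compounds at two doses. Luciferase measured 72 h post infection; normalized to buffer-only basal and Salinomycin (10uM) controls.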
# AmpC inh no detg = blocks E. coli AmpC beta-lactamase in detergent-free assay; P00811; AmpC nitrocefin hydrolysis, absorbance 480 nm, 0.0001% Triton; AID 485341; Potency, µM (titrated, usually from 57.1 µM), for inactives: at the top dose activity change, negative = inhibition, usual class: inhibitors; 330,000 compounds, 0.52% hits;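 note: potency is the fitted concentration of half-maximal effect; plate controls were no compound for no effect and no enzyme for full effect; nearly all actives have a fitted effect of over 20% in size; some results filed as inactive show a strong effect at the top dose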
#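 20 mM phosphate pH 7.0 + 0.01% (detergent screen) or 0.0001% Triton X-100; 5.3 nM AmpC reagent; cpd preinc 15 min RT; nitrocefin (800 uM stock) to start; A480 q20 s × 4 min; Activity was normalised to no-enzyme and no-compound control wells.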
# Starred values were filed as active, the others as inactive; ? = inconclusive; · = no result given; [ ] = another dose, or the depositor's remark. Unless noted, calls come from the whole dose curve; as a rule, active = well fitted curve in the direction sought with a large enough effect; inconclusive = small, poorly fitted or top-dose-only effect, or another doubt; inactive = no such curve, though single readings can be large; an effect the other way counts as inactive or inconclusive. Unless noted, % is set by controls: 0 for no effect and ±100 for the full control effect. Rows are unselected; about 7.5% have a hit in one of these screens.
Structure	LmPK inhibitor	Tb PYK inh	AmpC inh no detg	HCMV antiviral	HCV inhibitor	AmpC detergent	AMA1 RON2 block
CCCn1c(=O)c(C(=O)NCCCc2ccccc2)c(O)c2ccccc21	0.6%	5.0%	2.5%	-18.1	?	0.5%	116.2%[activator]
N/C(Cn1cncn1)=N\NC(=O)c1ccc(Cl)cc1Cl	-0.8%	1.6%	-24.6%	?	2.0%	-1.4%	74.0%[activator]
COc1cnc(-c2ccccn2)nc1Sc1ccccc1	-9.9%	1.1%	60.3%[activator]	-99.5*	6.31µM*	5.9%	84.9%[activator]
C=CCN1C(=O)C(O)(CC(=O)c2c(C)n[nH]c2C)c2cc(Br)ccc21 (stereo not drawn)	0.2%	-2.1%	-17.1%	11.7	6.9%	-1.5%	-1.9%
FC(F)(Cl)c1nnc2ccc(Cl)nn12	-1.8%	3.2%	-11.0%[2.29 µM]	?	10.7%	?	0.0%
CC(C)CN1C(=O)NC(NC(=O)c2ccco2)(C(F)(F)F)C1=O (stereo not drawn)	1.1%	5.3%	-1.6%	-18.9	22.4%	-8.1%	9.3%
O=C(c1cc(-c2ccc(Cl)cc2)on1)N1CCCC1	-5.2%	-5.1%	-5.7%	1.1	4.6%	0.1%	-4.0%
CC(=O)c1cccc(CN2CCCC(CCC(=O)NCc3ccc(C)o3)C2)c1 (stereo not drawn)	0.2%	-1.5%	46.2%	-10.7	?	-3.4%	-19.0%
NNC(=O)c1cnn(-c2ccccc2)c1C(F)(F)F	0.0%	-0.3%	-27.7%	6.3	1.8%	?	70.1%[activator]
COc1ccc(S(=O)(=O)N2CCC(C(=O)Oc3ccc(C)cc3)CC2)cc1OC	·	?	61.3%[activator]	-20.9	6.6%	-2.0%	-4.5%
CCc1nc2ccc(C(=O)NC3CCN(Cc4ccccc4)CC3)cn2c1N(CC)Cc1cccc(Br)c1	·	-6.6%	·	-39.6	·	·	-5.3%
CC(=O)Nc1cccc2c1C(=O)N(c1cccc(C)c1)C2=O	-4.2%	-13.2%	-6.2%	31.8	10.8%	6.4%	-8.9%
S=c1[nH]nc(COc2ccccc2)n1/N=C/c1ccc(Br)cc1	-1.3%	3.0%	-48.9%	-16.1	3.3%	1.9%	70.1%[activator]
CN(C)C(CNC(=O)c1cccc(S(=O)(=O)NCc2ccccc2)c1)c1ccccc1 (stereo not drawn)	·	0.0%	-28.4%	-20.0	1.0%	-23.6%	61.3%[activator]
Cc1cc(C(=O)NCc2cccs2)no1	1.5%	-1.5%	31.7%	-11.7	15.1%	?	6.9%
CC#CCN1c2ccccc2[C@]23C[C@@H](C(=O)OC)N(C(=O)NCCBr)C2=NC(C(=O)OC)=C(C(=O)OC)[C@H]13	·	-2.5%	·	-10.7	9.0%	·	-1.6%
COc1cc(C(=O)Oc2cccc(/C=N/NC(=O)c3cccnc3)c2)cc(OC)c1OC	4.0%	-0.9%	72.8%[activator]	17.6	?	1.7%	13.3%
COc1ccc(C2/C=C\CN(Cc3ccco3)CC(=O)N2Cc2ccc(F)cc2)cc1 (stereo not drawn)	1.4%	-3.1%	28.4%	-4.4	?	0.2%	9.0%
O=c1[nH]c(=O)c2nnc(N/N=C\c3ccc(O)cc3)nc2[nH]1	-2.4%	-2.7%	-14.1%	-0.1	8.0%	9.3%	14.1%
CN(C)S(=O)(=O)c1ccc(=S)[nH]c1	4.4%	?	-20.1%	0.0	-7.6%	-6.4%	14.3%
O=C(Nc1ccc([N+](=O)[O-])cc1)Nn1cnnc1	-2.8%	3.3%	-17.7%	1.2	-6.2%	0.8%	0.2%
COc1ccc(OC)c(NC(=O)c2sc3nc(C)cc(C)c3c2N)c1	-0.7%	-3.6%	-2.7%	?	20.2%	-17.6%	-8.6%
COc1ccccc1-c1cnc(C(O)c2ccc(Cl)cc2C)[nH]1 (stereo not drawn)	·	-1.7%	·	17.5	·	·	-4.5%
COC(=O)Cn1c(=NC(=O)c2ccc(S(=O)(=O)N3CCOCC3)cc2)sc2cc(S(N)(=O)=O)ccc21	0.9%	2.3%	-4.5%	42.9	·	-10.9%	13.4%

# One compound at a time (already shown). Screens in order: LmPK inhibitor	Tb PYK inh	AmpC inh no detg	HCMV antiviral	HCV inhibitor	AmpC detergent	AMA1 RON2 block
# CC(=O)Nc1cccc2c1C(=O)N(c1cccc(C)c1)C2=O in the list: -4.2%	-13.2%	-6.2%	31.8	10.8%	6.4%	-8.9%
# COc1cnc(-c2ccccn2)nc1Sc1ccccc1 in the list: -9.9%	1.1%	60.3%[activator]	-99.5*	6.31µM*	5.9%	84.9%[activator]
# S=c1[nH]nc(COc2ccccc2)n1/N=C/c1ccc(Br)cc1 in the list: -1.3%	3.0%	-48.9%	-16.1	3.3%	1.9%	70.1%[activator]
# CN(C)S(=O)(=O)c1ccc(=S)[nH]c1 in the list: 4.4%	?	-20.1%	0.0	-7.6%	-6.4%	14.3%

# The list continues:
Structure	LmPK inhibitor	Tb PYK inh	AmpC inh no detg	HCMV antiviral	HCV inhibitor	AmpC detergent	AMA1 RON2 block
CCOC(=O)C/C(=N\Nc1ncnc2ccccc12)c1ccccc1	-3.2%	2.1%	4.3%	19.6	?	4.3%	64.4%[activator]
Cc1ccc(S(=O)(=O)N(C)CC(=O)OCC(=O)NC(=O)Nc2ccc3c(c2)OCCO3)cc1	-0.4%	8.8%	-20.6%	28.7	2.8%	6.4%	4.3%
CCOc1ccc(NC(=O)CCC(=O)NNS(=O)(=O)c2ccccc2[N+](=O)[O-])cc1	5.1%	-20.7%	-11.2%	-27.7	19.3%	-2.3%	-8.5%
CCC(=O)N1CCCc2cc(S(=O)(=O)N3CCN(c4ccccc4F)CC3)ccc21	11.2%	-0.5%	56.2%	?	12.6µM*	?	-6.0%
CC(C)CC(NC(=O)C1CCC(C)CC1)C(=O)N1CCN(c2ccccn2)CC1 (stereo not drawn)	10.4%	-0.6%	58.7%	0.6	-16.2%	1.6%	4.6%
Cc1n[nH]c(=O)n(N=Cc2c[nH]c3ccccc23)c1=O	·	-1.0%	·	39.8	·	·	-2.5%
COC(=O)CSc1ccccc1C(=O)OC	-2.9%	3.2%	-0.9%	23.7	4.3%	6.7%	8.7%
CCOCCn1ccc2c(OCC(=O)Nc3cc(C(F)(F)F)ccc3Cl)cccc2c1=O	·	-6.0%	·	5.6	·	0.8%	·
Cc1ccsc1/C=C/C1=Cc2c(sc(NC(=O)CSc3n[nH]c(N)n3)c2C#N)C(C)(C)C1	2.6%	-6.7%	-59.0%	-19.7	11.2µM*	-9.9%	18.0%
CN(C(=O)C12CC3CC(CC(C3)C1)C2)C1(C)CCS(=O)(=O)C1 (stereo not drawn)	-1.4%	4.7%	·	-15.9	5.5%	3.4%	-3.4%
O=C(NCC1CCCO1)C1CCCCN1S(=O)(=O)c1ccc(F)cc1 (stereo not drawn)	-8.6%	1.2%	-10.1%	-1.2	0.3%	-4.4%	-0.4%
Cc1ccnc(NS(=O)(=O)c2ccc(NS(=O)(=O)c3cc(Cl)ccc3Cl)cc2)n1	5.5%	1.7%	-35.3%	-32.4	-0.5%	-5.3%	0.1%
O=C(Nc1nc(-c2nc3ccccc3s2)cs1)c1ccc(S(=O)(=O)N2CCOCC2)cc1	6.8%	0.4%	59.1%	?	11.2µM*	3.5%	15.6%
CCOC(=O)C1CCN(C(=O)c2cc3cc(F)ccc3[nH]2)CC1	0.9%	1.2%	13.8%	51.9	27.0%	1.0%	-8.4%
Cc1cc(NN)nc2ccc(Cl)cc12	10.9%	-5.0%	-9.2%	44.7	-13.8%	-2.3%	-9.3%
COc1ccc(NS(=O)(=O)c2cccc(C(=O)NN=Cc3ccc(O)c(OC)c3)c2)cc1	·	1.4%	-36.1%	-12.8	4.6%	·	-9.2%

# Three neighbouring compounds from above, quoted:
Structure	LmPK inhibitor	Tb PYK inh	AmpC inh no detg	HCMV antiviral	HCV inhibitor	AmpC detergent	AMA1 RON2 block
CCOC(=O)C1CCN(C(=O)c2cc3cc(F)ccc3[nH]2)CC1	0.9%	1.2%	13.8%	51.9	27.0%	1.0%	-8.4%
Cc1cc(NN)nc2ccc(Cl)cc12	10.9%	-5.0%	-9.2%	44.7	-13.8%	-2.3%	-9.3%
COc1ccc(NS(=O)(=O)c2cccc(C(=O)NN=Cc3ccc(O)c(OC)c3)c2)cc1	·	1.4%	-36.1%	-12.8	4.6%	·	-9.2%

# Other compounds follow.
Structure	LmPK inhibitor	Tb PYK inh	AmpC inh no detg	HCMV antiviral	HCV inhibitor	AmpC detergent	AMA1 RON2 block
CCOC(=O)C1=C(COC(=O)C2CC(=O)N(CCc3ccccc3)C2)NC(=O)NC1C (stereo not drawn)	·	-2.6%	38.7%	0.0	12.5%	·	-5.0%
CCOC(=O)c1[nH]c2c(c1-c1ccccc1)C(=O)CC(c1ccc(Cl)cc1)C2 (stereo not drawn)	0.0%	-0.8%	-3.9%	-60.6*	11.8%	?	0.0%
CC(C)(/C=N/O)/[N+]([O-])=C/C=[N+](\[O-])C(C)(C)/C=N/O	0.4%	-3.2%	-8.8%	-19.5	7.1%	-2.9%	7.1%
Cc1ccc(C(=O)N2CCN(Cc3ccc4c(c3)OCO4)CC2)o1	-0.3%	1.3%	-4.8%	-0.4	1.8%	2.1%	-23.9%
Cc1ccc(-c2nnc(N(C)C(=O)c3ccccn3)s2)cn1	-7.5%	2.3%	-12.1%	1.2	-9.1%	2.3%	16.8%
COc1cccc(C2/C(=C(/O)c3ccncc3)C(=O)C(=O)N2CCCN(C)C)c1 (stereo not drawn)	0.4%	·	-2.8%	·	·	-10.5%	·
CNC(=S)NNC(=O)c1cc(C(C)(C)C)nn1Cc1ccc(F)cc1	-4.5%	-2.0%	-31.1%	-0.2	5.8%	5.8%	81.1%[activator]
CCN(CC(=O)Nc1c(F)cccc1F)C(=O)/C=C/c1c(C)nn(-c2ccc(F)cc2)c1C	·	-4.5%	-17.4%	-14.6	18.5%	0.0%	-21.7%
CC1(C)CCc2nc(SCc3ccccc3)c(C#N)cc2C1	3.3%	2.6%	-35.3%	19.1	22.8%	-0.2%	14.1%
COc1cc(C(=O)Nc2ccc(S(=O)(=O)Nc3cc(C)on3)cc2)cc(OC)c1OC	-3.6%	1.2%	2.0%	-0.8	-14.6%	?	-3.6%
